SENP8 inh: inhibitors of human SENP8 protease; recombinant SENP8, Nedd8 substrate fluorescence; inhibition, % at 20 µM; actives 0.64% (n = 360,000); AID 602440; in the data active means inhibition mostly above about 40%, no sharp cut-off; inactive means mostly below about 27%
Target sequence (Q96LD8 whole entry, looked up): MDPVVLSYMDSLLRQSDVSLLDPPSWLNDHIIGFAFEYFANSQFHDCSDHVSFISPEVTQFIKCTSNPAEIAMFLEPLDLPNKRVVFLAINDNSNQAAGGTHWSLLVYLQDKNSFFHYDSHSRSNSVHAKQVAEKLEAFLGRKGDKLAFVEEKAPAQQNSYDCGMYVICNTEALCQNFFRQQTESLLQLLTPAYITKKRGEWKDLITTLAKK
SENP1 FRET inh: SENP1 (human) catalytic domain inhibition; recombinant SENP1 catalytic domain, CyPet-SUMO1-YPet FRET cleavage; inhibition, % at 10 µM; actives 0.21% (n = 360,000);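 active means inhibition at least 30% at 10 µM, raw YFP signal under a set limit, fluorescence ratio 0.5 to 1.5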;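 further: 0% = enzyme with DMSO and 100% = no enzyme wells; some results filed as inactive read as strong as hits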
Target sequence (Q9P0U3 419-644 limits assumed): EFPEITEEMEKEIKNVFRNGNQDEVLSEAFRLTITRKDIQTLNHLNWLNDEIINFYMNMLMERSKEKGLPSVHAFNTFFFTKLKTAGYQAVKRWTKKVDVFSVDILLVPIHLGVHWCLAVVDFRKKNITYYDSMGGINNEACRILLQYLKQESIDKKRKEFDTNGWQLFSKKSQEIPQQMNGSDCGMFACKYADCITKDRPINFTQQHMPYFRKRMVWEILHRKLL
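Assay system – human recombinant His6-tagged SENP1 catalytic domain enzyme · Input – SENP1 enzyme, 20 pM final · Buffer or medium – Tris pH 8 buffer plus EDTA, NaCl, BME, BSA, NP40, catalase · Schedule – 50 min reaction at room temperature · Technique – FRET read of cyan and yellow fluorescence · Control set – no-enzyme wells low, DMSO-plus-enzyme wells high control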
Numbers without * were called inactive; i = inactive. The list is partial (hit frequency here may not be typical).

molecule | SENP8 inh | SENP1 FRET inh
COc1ccc(-c2csc(C(NC(C)=O)c3ccccc3)n2)cc1 (stereo unspecified) | 4 | 2
OC[C@@H]1CN(C2CCCC2)C[C@H](n2cnc3c(NC4CCC4)ncnc32)O1 | 7 | -1
Cc1ccc(F)c(S(=O)(=O)NC(=O)C2(C)CCN2C(=O)Cc2cccs2)c1 (stereo unspecified) | 10 | 1
FC(F)(F)c1ccc(-c2cccc3c2C2CC3CCN2Cc2ccc3c(c2)OCO3)cc1 (stereo unspecified) | 8 | -2
C=Cc1ccc(Cn2c(C)c(C(=O)NCCC#N)sc2=O)cc1 | 6 | -3
O=C(/C=C/[C@H]1O[C@@H](n2cnc3c(NC(=O)c4ccccc4)ncnc32)[C@H](O)[C@@H]1O)NCc1ccccc1 | 5 | 0
O=C(Nc1nnc([C@H]2C[C@H](O)[C@@H](CO)O2)s1)Nc1ccccc1C(F)(F)F | -27 | 0
Cc1ccccc1C(=O)NCCN1CCC(n2c(=O)[nH]c3ccccc32)CC1 | 16 | 2
Cc1ccc(S(=O)(=O)N(C)C[C@@H]2OCc3cn(nn3)CCCC(=O)N([C@H](C)CO)C[C@H]2C)cc1 | 16 | 1
CCCCCCCCN1C(=O)[C@H](CC(=O)NCCc2ccccc2OC)C[C@@]2(C(=O)OC)CCCCC=C12 | 14 | -2
O=C1N(Cc2ccccc2)c2ccccc2OC1(F)F | 6 | 1
COc1ccc(-c2nc3ccc(Br)cn3c2Cc2ccccc2C(F)(F)F)cc1OC | -33 | 3
COc1ccc(C(c2nnnn2Cc2ccccc2)N2CCN(C/C=C/c3ccccc3)CC2)cc1 (stereo unspecified) | 20 | -7
O=C(OCc1ccccc1)N1Cc2ccnnc2CC1c1ccccc1Br (stereo unspecified) | 5 | -5
COCCCNC(=O)c1cccc2c(-c3ccnn3C)coc12 | 5 | -3
CCCCNC(=O)c1nc(C2CCN(S(=O)(=O)c3ccccc3)CC2)oc1-c1cccc(C(F)(F)F)c1 | 26 | 0
O=C1Nc2ccccc2-n2nnnc2C1N1CCN(c2ccccn2)CC1 (stereo unspecified) | 4 | -1
CC1(Cc2cc(Cl)ccc2C(F)(F)F)C(=O)Nc2cc(F)ccc21 (stereo unspecified) | 21 | -1
Cc1cnc(C)c(Nc2nc(C(N)Cc3ccc(F)cc3)cs2)n1 (stereo unspecified) | -252 | -11
CCc1nc2ccc(C(=O)N(C)CCN(C)C)cn2c1N(C)CCC(C)C | -27 | -20
COc1cccc(C(C)(O)c2nc(-c3cccc(C(=O)O)c3)cs2)c1 (stereo unspecified) | 4 | 6
COc1ccccc1-n1cc(CN2CCc3onc(-c4ccc(Br)cc4)c3C2=O)nn1 | 9 | 2
Cc1cc(=O)oc2c3c(cc(OCC(=O)NCC(O)c4ccccc4)c12)OC(C)(C)CC3 (stereo unspecified) | -198 | 2
CC(C)CNc1ncnc2c1ncn2[C@H]1CN(Cc2ccc(Cl)cc2)C[C@@H](CO)O1 | 9 | 4
NC(CCc1ccccc1)c1csc(NC(=O)NCC2CCCCC2)n1 (stereo unspecified) | 20 | 0

(cont.)
molecule | SENP8 inh | SENP1 FRET inh
CCOC(=O)C1=C[C@@H](C(C)(C)C)N(S(=O)(=O)c2ccc(C)cc2)[C@H]1c1ccc(Cl)c(Cl)c1 | 7 | 4
CC1(C(=O)Nc2ccc3c(c2)OCCO3)CN(S(C)(=O)=O)CC(=O)N1CCc1ccccc1 (stereo unspecified) | 5 | -3
COc1ccc(CC(N)c2csc(NC(=O)c3ccccc3)n2)cc1 (stereo unspecified) | -8 | -17
COc1cccc(CN(C)C(=O)CC[C@H]2O[C@@H](n3ccc(=O)[nH]c3=O)[C@H](O)[C@@H]2O)c1 | 14 | 0
Cc1csc(-c2cc(C(=O)NCc3ccc(F)cc3)n[nH]2)c1 | 9 | 1
Cn1c(=O)c2cc(NC(=O)Nc3ccccc3)ccc2n1Cc1ccccc1 | i | 9
CC1(C(=O)NS(=O)(=O)Cc2cccc(Cl)c2)CCN1C(=O)c1cccc(F)c1 (stereo unspecified) | 19 | 1
CC(C)(C)c1ccc(S(=O)(=O)NC(=O)C2(C)CCN2C(=O)C2CC2)cc1 (stereo unspecified) | 22 | 0
CCCNC(=O)C[C@@H]1CC[C@H]2NC[C@H](O)COC[C@@H]2O1 | 20 | -1
COCc1cccc(-c2csc(C(O)c3ccc(F)cc3)n2)c1 (stereo unspecified) | 18 | 1
Cc1ccc(OCCN2CCC2(C)C(=O)NCc2ccc(C(F)(F)F)cc2)cc1 (stereo unspecified) | 13 | 1
COCCN1C[C@@H](CO)O[C@@H](n2cnc3c(NC4CCCC4)ncnc32)C1 | 12 | 0
COc1cccc(OC)c1OCCN1CCC(C(=O)NC(c2ccccc2)c2ncccc2C)CC1 (stereo unspecified) | 12 | -1
O=C(NCc1ccccc1)c1cc(C2CCCCN2S(=O)(=O)Cc2ccccc2)on1 (stereo unspecified) | 5 | 0
CSc1ccc(CNC(=O)C2(C)CCCN(C(C)=O)C2)cc1 (stereo unspecified) | -5 | 1
Cc1ccc(-c2csc(C(O)c3ccc(F)c(F)c3)n2)cc1C (stereo unspecified) | 4 | 0
FC(F)(F)c1ccccc1Cc1c(-c2ccc(Cl)cc2)nc2ccc(Cl)cn12 | -131 | -6
CCOC1=C2CN(S(=O)(=O)c3ccc(C)cc3)[C@H](c3ccccc3)C[C@@H]2N(S(=O)(=O)c2ccccc2C)[C@H](c2ccccc2)C1 | 8 | 2
N#Cc1ccc(S(=O)(=O)N2CCCCC2c2cc(C(=O)N3CCOCC3)no2)cc1 (stereo unspecified) | 11 | -1
O=C(O)c1ccc(CN2C[C@@H](CO)O[C@@H](n3cnc4c(NCc5ccco5)ncnc43)C2)cc1 | 9 | 1
CCc1nc2c(OCc3cccc(OC)c3)cccn2c1N(C)C(=O)c1ccc(OC)cc1 | 7 | -3
OC(c1ccccc1)c1nc(-c2cccc(F)c2)cs1 (stereo unspecified) | 7 | 1
COc1ccc(-c2coc3c(C(=O)NCc4ccc(C(F)(F)F)cc4)cccc23)c(C)c1 | -11 | -2
C#CCNC(=O)C[C@@H]1C[C@@]2(C(=O)OCC)CCC=C2N(Cc2ccc(Cl)cc2Cl)C1=O | 14 | 1
Cc1cc(C)n2c(Nc3ccc4c(c3)OCCO4)c(CC(C)C)nc2n1 | 2 | 1

Arranged by the number under SENP1 FRET inh (ascending): three from the list above.
molecule | SENP8 inh | SENP1 FRET inh
COc1ccc(-c2coc3c(C(=O)NCc4ccc(C(F)(F)F)cc4)cccc23)c(C)c1 | -11 | -2
Cc1ccc(-c2csc(C(O)c3ccc(F)c(F)c3)n2)cc1C (stereo unspecified) | 4 | 0
CC1(C(=O)NS(=O)(=O)Cc2cccc(Cl)c2)CCN1C(=O)c1cccc(F)c1 (stereo unspecified) | 19 | 1

(listing goes on)
molecule | SENP8 inh | SENP1 FRET inh
COC(=O)[C@]12CCCCC=C1N(Cc1ccc3c(c1)OCO3)C(=O)[C@H](CC(=O)N1CCSCC1)C2 | 13 | 3
COc1ccc(CN2CCC(C)(Oc3cccc(F)c3)C2)c2ccccc12 (stereo unspecified) | 14 | -1
O=C1NC[C@H](Cc2ccc(O)cc2)N(CCc2cc(C(F)(F)F)cc(C(F)(F)F)c2)C1=O | 6 | -2
CC(C)Oc1cc(F)ccc1-c1cc(C(=O)NCc2ccccn2)[nH]n1 | 14 | 2
CC1(C(=O)NS(=O)(=O)c2ccccc2Cl)CCN1C(=O)c1cccc2ccccc12 (stereo unspecified) | 21 | 1
CCCCc1ccc(S(=O)(=O)NC(=O)C2(C)CCN2C(=O)CC2CC2)cc1 (stereo unspecified) | 2 | 2
COc1ccc(C(O)c2nc(-c3cccc(C(C)C)c3)cs2)cc1 (stereo unspecified) | 10 | 1
CCc1nc2cc(NC(=O)C3(C)CCCN(C(C)=O)C3)ccc2o1 (stereo unspecified) | 1 | 0
O=C(OC1CC2CC1[C@H]1CCCCN1C2=O)N1CCC(c2ccccc2)CC1 (stereo partly specified) | 17 | -3
O=S1(=O)CC(N2CCCC2)CN1Cc1ccc(F)cc1 (stereo unspecified) | 2 | -1
COCC(=O)N[C@H]1C=C[C@@H](CC(=O)OC)O[C@@H]1CO | 20 | 1
COc1ccc(Cl)cc1-c1cc(C(=O)Nc2ccc(C)c(NS(C)(=O)=O)c2)[nH]n1 | 21 | -2
CCOC(=O)[C@]12CCC=C1N(Cc1ccco1)C(=O)[C@H](CC(=O)NCc1ccccc1)C2 | -2 | -6
COc1cc(CNc2ncnc3c2ncn3[C@H]2CN(CCc3ccccc3)C[C@@H](CO)O2)cc(OC)c1OC | 1 | -2
CCCNC(=O)C1(C)CCCN(C(=O)c2ccccc2F)C1 (stereo unspecified) | 3 | 0
O=C(NCc1ccc(F)cc1)c1cc(C2CCCN(C(=O)CCCc3ccccc3)C2)on1 (stereo unspecified) | 9 | 2
CC(C)(C)c1ccc(S(=O)(=O)NC(=O)C2(C)CCN2C(=O)Cc2cccc3ccccc23)cc1 (stereo unspecified) | 13 | 2
COc1cccc(-c2cnc3c(NC=O)cc(-c4ccccc4Oc4ccccc4)cn23)c1 | -360 | -11
CCCCCCCCN1C(=O)[C@H](CC(=O)NCCCN2CCCC2=O)C[C@@]2(C(=O)OCC)CCCC=C12 | 15 | -1
COc1ccc(C(C)(O)c2nc(-c3ccc(Cl)cc3)cs2)cc1 (stereo unspecified) | 9 | 2
CCOC(=O)[C@]12CCCC=C1N(Cc1ccco1)C(=O)[C@H](CC(=O)NCCc1ccccc1OC)C2 | 2 | -1
CCCc1ccc(C(O)c2ncc(-c3cccc(OC)c3)[nH]2)cc1 (stereo unspecified) | 7 | -2
OC(c1ccc(F)c(F)c1)c1nc(-c2ccc3ccccc3c2)cs1 (stereo unspecified) | 1 | 0
COc1ccc(S(=O)(=O)NNS(=O)(=O)c2ccc(OC)c(OC)c2)cc1OC | 14 | 0
COc1cccc(-c2cnc(C(O)c3ccc(C)cc3C)[nH]2)c1 (stereo unspecified) | -2 | -1

Already shown: an excerpt of the list.
molecule | SENP8 inh | SENP1 FRET inh
Cc1cc(C)n2c(Nc3ccc4c(c3)OCCO4)c(CC(C)C)nc2n1 | 2 | 1
COC(=O)[C@]12CCCCC=C1N(Cc1ccc3c(c1)OCO3)C(=O)[C@H](CC(=O)N1CCSCC1)C2 | 13 | 3
COc1ccc(CN2CCC(C)(Oc3cccc(F)c3)C2)c2ccccc12 (stereo unspecified) | 14 | -1
O=C1NC[C@H](Cc2ccc(O)cc2)N(CCc2cc(C(F)(F)F)cc(C(F)(F)F)c2)C1=O | 6 | -2
CC(C)Oc1cc(F)ccc1-c1cc(C(=O)NCc2ccccn2)[nH]n1 | 14 | 2
CC1(C(=O)NS(=O)(=O)c2ccccc2Cl)CCN1C(=O)c1cccc2ccccc12 (stereo unspecified) | 21 | 1
CCCCc1ccc(S(=O)(=O)NC(=O)C2(C)CCN2C(=O)CC2CC2)cc1 (stereo unspecified) | 2 | 2
COc1ccc(C(O)c2nc(-c3cccc(C(C)C)c3)cs2)cc1 (stereo unspecified) | 10 | 1
CCc1nc2cc(NC(=O)C3(C)CCCN(C(C)=O)C3)ccc2o1 (stereo unspecified) | 1 | 0
O=C(OC1CC2CC1[C@H]1CCCCN1C2=O)N1CCC(c2ccccc2)CC1 (stereo partly specified) | 17 | -3
O=S1(=O)CC(N2CCCC2)CN1Cc1ccc(F)cc1 (stereo unspecified) | 2 | -1
COCC(=O)N[C@H]1C=C[C@@H](CC(=O)OC)O[C@@H]1CO | 20 | 1
COc1ccc(Cl)cc1-c1cc(C(=O)Nc2ccc(C)c(NS(C)(=O)=O)c2)[nH]n1 | 21 | -2
CCOC(=O)[C@]12CCC=C1N(Cc1ccco1)C(=O)[C@H](CC(=O)NCc1ccccc1)C2 | -2 | -6
COc1cc(CNc2ncnc3c2ncn3[C@H]2CN(CCc3ccccc3)C[C@@H](CO)O2)cc(OC)c1OC | 1 | -2
CCCNC(=O)C1(C)CCCN(C(=O)c2ccccc2F)C1 (stereo unspecified) | 3 | 0
O=C(NCc1ccc(F)cc1)c1cc(C2CCCN(C(=O)CCCc3ccccc3)C2)on1 (stereo unspecified) | 9 | 2
CC(C)(C)c1ccc(S(=O)(=O)NC(=O)C2(C)CCN2C(=O)Cc2cccc3ccccc23)cc1 (stereo unspecified) | 13 | 2
COc1cccc(-c2cnc3c(NC=O)cc(-c4ccccc4Oc4ccccc4)cn23)c1 | -360 | -11
CCCCCCCCN1C(=O)[C@H](CC(=O)NCCCN2CCCC2=O)C[C@@]2(C(=O)OCC)CCCC=C12 | 15 | -1
COc1ccc(C(C)(O)c2nc(-c3ccc(Cl)cc3)cs2)cc1 (stereo unspecified) | 9 | 2
CCOC(=O)[C@]12CCCC=C1N(Cc1ccco1)C(=O)[C@H](CC(=O)NCCc1ccccc1OC)C2 | 2 | -1
CCCc1ccc(C(O)c2ncc(-c3cccc(OC)c3)[nH]2)cc1 (stereo unspecified) | 7 | -2

Carrying on:
molecule | SENP8 inh | SENP1 FRET inh
Cc1cccc(C)c1NC(=O)C1(C)CSCC(=O)N1CCc1ccc(O)cc1 (stereo unspecified) | 20 | 0
Cc1cc(Br)cn2c(Cc3cccc(Cl)c3)c(-c3ccco3)nc12 | -24 | -5
c1cc(N2CCOCC2)ccc1-c1ccc2nncn2c1 | -156 | 19
CC(C)C[C@@H]1COc2cc(N3CCC[C@H]3CO)ccc2S(=O)(=O)N1 | 10 | 0
